Source: PubChem BioAssay
BAP1 block: inhibitors of BAP1 deubiquitinase, primary screen, biochemical, Ub-AMC fluorescence, kinetic; recombinant BAP1, Ub-AMC hydrolysis fluorescence kinetic; active compounds read low; AID 436, 2006; hit rate 0.48% among 72,000; Ubiquitin carboxyl-terminal hydrolase BAP1 (Homo sapiens), Q92560; activity remaining (% of control), % at 20 µM;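 active = activity remaining at or below 50% of control, provided the compound also passes the data quality filters; inactive = the rest, including low values that fail the filters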;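 also: 100% = DMSO wells rate and 0% = substrate alone blank rate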
Target sequence (Q92560 whole entry, looked up): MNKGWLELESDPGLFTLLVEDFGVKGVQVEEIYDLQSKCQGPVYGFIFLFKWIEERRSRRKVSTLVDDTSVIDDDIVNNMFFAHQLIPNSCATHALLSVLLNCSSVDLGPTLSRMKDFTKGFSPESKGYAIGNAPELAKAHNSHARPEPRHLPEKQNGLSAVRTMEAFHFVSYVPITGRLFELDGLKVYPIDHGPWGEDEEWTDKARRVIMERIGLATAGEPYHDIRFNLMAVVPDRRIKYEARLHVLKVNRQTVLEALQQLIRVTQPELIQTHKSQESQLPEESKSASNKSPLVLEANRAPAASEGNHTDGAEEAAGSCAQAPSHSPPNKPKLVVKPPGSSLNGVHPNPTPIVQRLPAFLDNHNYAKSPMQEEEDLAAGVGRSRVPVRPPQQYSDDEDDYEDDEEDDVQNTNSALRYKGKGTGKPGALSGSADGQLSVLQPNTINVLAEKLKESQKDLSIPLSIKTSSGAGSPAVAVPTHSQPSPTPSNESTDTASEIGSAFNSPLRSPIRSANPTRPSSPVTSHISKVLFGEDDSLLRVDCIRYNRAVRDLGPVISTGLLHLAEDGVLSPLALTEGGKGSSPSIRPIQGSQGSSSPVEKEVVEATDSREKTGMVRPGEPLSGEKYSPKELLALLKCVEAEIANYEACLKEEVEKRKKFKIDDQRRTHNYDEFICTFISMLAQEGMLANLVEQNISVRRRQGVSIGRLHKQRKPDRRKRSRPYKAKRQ
HePTP inhibitor: inhibitors of human HePTP phosphatase, primary screen, biochemical, absorbance, leukemia target. Tyrosine-protein phosphatase non-receptor type 7 (Homo sapiens), P35236. recombinant HePTP phosphatase activity, OD absorbance. inhibition, % at 20 µM. hit rate 0.64% among 110,000. AID 521, 2006; in the data active = inhibition above about 50%;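 also: plate controls were vehicle for no effect and reference inhibitor for full effect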
Target sequence (P35236 whole entry, looked up): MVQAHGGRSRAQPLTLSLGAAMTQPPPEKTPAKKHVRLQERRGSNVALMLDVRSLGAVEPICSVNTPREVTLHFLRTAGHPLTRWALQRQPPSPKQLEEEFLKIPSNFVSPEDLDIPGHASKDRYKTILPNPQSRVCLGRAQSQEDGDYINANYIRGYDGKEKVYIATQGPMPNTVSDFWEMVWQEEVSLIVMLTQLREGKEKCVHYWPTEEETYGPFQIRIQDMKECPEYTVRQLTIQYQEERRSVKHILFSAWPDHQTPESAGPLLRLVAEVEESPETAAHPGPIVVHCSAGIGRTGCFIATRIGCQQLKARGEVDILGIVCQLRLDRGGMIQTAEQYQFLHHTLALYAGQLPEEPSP
The depositor's hits bear a star; . = no result given; & = joins results of further samples.

HePTP inhibitor,BAP1 block,Molecule
36.2,.,COc1ccc(C(=O)Nc2ccc3nn(-c4ccc(F)cc4)nc3c2)cc1Br
-5.6,.,CC(C)(C)c1ccc(OCC(=O)Nc2ccc(NC(=O)c3ccco3)cc2)cc1
3.1,141.9,O=C(O)CCCC(=O)Nc1ccccc1C(=O)N1CCCC1
7.2,114.6,Cn1nnnc1SCCNCc1ccncc1
8.3,111.9,Cc1cc(Cl)c(S(=O)(=O)N2CC(C)OC(C)C2)cc1OCC(N)=O (stereo not given)
1.3,101.8,COCCN1C(=O)c2ccccc2C(C(=O)NCCCN2CCCC2=O)C1c1c[nH]c2ccccc12 (stereo not given)
-0.2,.,Cc1cc(C)n(C(=O)CCCC(=O)n2nc(C)cc2C)n1
1.8,74.9,COC(=O)c1ccc(NC(=O)CN2CCOCC2)cc1
7.2,.,O=C(c1ccc(Cl)cc1)N1N=C(c2ccc(Cl)cc2)CC1(O)C(F)(F)F (stereo not given)
6.9,84.5,COC(=O)CSc1nc(NCC(C)C)nc(N2CCOCC2)n1
7.3,110.2,Cc1ccc(-c2csc(N(CCCN3CCOCC3)C(=O)c3ccco3)n2)cc1
-26.1,.,COc1cccc(-n2c(C=C3C(=O)N(C(C)C)c4ccccc43)nc3ccccc3c2=O)c1
-5.9,92.4,Cc1ccc(NCc2nnc(SCC(=O)N3CCCc4ccccc43)o2)c(C)c1
3.2,.,O=C(NN1C(=O)/C(=C/c2ccccc2)SC1=S)c1ccccc1Br
-8.9,.,O=c1[nH]c2cc3c(cc2cc1CN(CC1CCCO1)S(=O)(=O)c1ccccc1)OCCO3 (stereo not given)
6.8,94.2,CCOC(=O)C1C(=O)NC(N2CCCCC2)=NC1c1ccccc1 (stereo not given)
-13.2,.,CN1CCN(CC(=O)n2c3ccccc3c3ccccc32)CC1
-10.6,.,COc1ccccc1N=Cc1c(O)c(Br)cc2oc3c(c12)CCCC3
1.3,.,Cc1c(CCNC(=O)c2ccccc2)c2ccccc2n1Cc1ccccc1
8.5,100.9,CC1CC(C(F)(F)F)n2ncnc2N1 (stereo not given)

The list goes on; the last three above are carried over.
HePTP inhibitor,BAP1 block,Molecule
-10.6,.,COc1ccccc1N=Cc1c(O)c(Br)cc2oc3c(c12)CCCC3
1.3,.,Cc1c(CCNC(=O)c2ccccc2)c2ccccc2n1Cc1ccccc1
8.5,100.9,CC1CC(C(F)(F)F)n2ncnc2N1 (stereo not given)
3.7,89.9,Cc1cc(N2CCOCC2)n2nc(C)c(-c3ccccc3)c2n1
3.8,.,C(=N\Nc1nc(-c2ccccc2)cs1)/c1cccnc1
8.9,83.9,CCOc1ccc(NC(=O)c2ccccc2OC)cc1
-3.0,98.7,Cc1ccc(NC(=O)C2CCN(S(=O)(=O)c3c(C)n[nH]c3C)CC2)nc1
7.7,129.1,COc1cccc(OC)c1NC(=O)C1CCCN1C(=O)NCc1ccccc1 (stereo not given)
-4.2,.,CCN(CC)c1ccc(/C=N/NC(=O)c2nonc2N)c(OCc2ccc(Cl)cc2)c1
5.5,.,CC(NC(=O)CSc1ccccn1)c1ccccc1 (stereo not given)
10.0,.,O=C(c1cccnc1)N1CCN(c2ccc(F)cc2)CC1
.,81.3,CCCCCOC(=O)C1=C(C)NC2=C(C(=O)CCC2)C1c1cc2c(cc1Cl)OCO2 (stereo not given)
-9.1,.,CC(=O)c1ccc(Oc2cc(-c3ccccc3)nc(C)n2)cc1
6.8,.,Oc1ccc2ccccc2c1/C=N/Nc1ncc(Br)cn1
2.6,.,COc1ccc(C(=O)NC(Nc2ccc(Cl)cc2)C(Cl)(Cl)Cl)cc1OC (stereo not given)
7.9,.,CN1CCN(c2ccc(Cl)cc2NC(=O)C2COc3ccccc3O2)CC1 (stereo not given)
0.6,.,O=[N+]([O-])c1cccc(S(=O)(=O)NCc2ccc3c(c2)OCO3)c1
-3.4,.,Cc1ccccc1CN1CCN(C2CCCC2)CC1
2.0,74.7,Cc1ccc(S(=O)(=O)CC2CSc3nc(N)cc(=O)n32)cc1 (stereo not given)
5.1,.,O=C(NCCN1CCOCC1)c1cc(-c2ccc(Cl)cc2)nc2ccccc12
2.6,.,CC(C)(C)c1ccc(OCCOc2ccc(Cl)cc2/C=N/n2cnnc2)cc1
-1.4,.,COc1ccc(C(=O)Nc2nc(C)c(C(C)=O)s2)cc1
-11.4,.,CCn1c2ccccc2c2cc(CN3CCN(C(=O)CC(C)C)CC3)ccc21
0.1,.,O=C(NCCc1ccccc1F)C1CC(=O)N(c2ccc(Br)cc2)C1 (stereo not given)
.,345.5,CCC(=O)Nc1ccc2nc(SCc3c(C)cc(C)c(C(C)=O)c3C)sc2c1
3.0,.,COc1ccc(-c2oc3ncnc(NCCN4CCOCC4)c3c2-c2ccc(OC)cc2)cc1
1.3,.,COC(=O)c1c(C)oc2ccc(OCc3ccccc3F)cc12
-2.1,.,CC(C)c1ccc(OCCN2CCOCC2)cc1
12.2,85.5,COc1ccc(Cl)c(NC(=O)NCCN2CCN(c3ccccc3)CC2)c1
.,66.0,O=C(Nc1cccnc1)c1ccc(Cl)c([N+](=O)[O-])c1
-3.7,.,C=C(C)Cn1c(-c2cccc([N+](=O)[O-])c2)n[nH]c1=S
10.7,67.3,COc1ccc(C(=O)CN2C(=O)c3ccccc3C2=O)c(OC)c1C
2.8,116.1,CCSC(=Nc1ccccc1)C1=C(O)COC1=O
3.0,.,COc1ccc(CN2C(=O)C3C(c4ccc(Cl)cc4)OC4(C(=O)c5ccccc5C4=O)C3C2=O)cc1 (stereo not given)
-13.9,.,Cc1ccc(N=Cc2c(C)nn(-c3ccccc3)c2Sc2ccc(C)cc2)cc1
7.7,102.4,O=C(CN1C(=O)CSC1=O)Nc1ccccc1F
-0.8,98.1,CC(C)(C)c1cc(CN2CCN(CCC#N)CC2)cc(C(C)(C)C)c1O
-6.4,.,COc1ccccc1N1CCN(C(=O)C(Sc2ccccc2)c2ccccc2)CC1 (stereo not given)
11.0,111.8,CC1CCCN(C(C(=O)Nc2ccc3c(c2)OCCO3)c2ccccc2)C1 (stereo not given)
5.2,150.2,COc1ccc(-c2ccc(-c3nnn(CC(=O)N4CCOCC4)n3)cc2)cc1
10.5,.,CCOC(=O)N1CCN(C(=O)CSCc2nc(-c3ccccc3C)oc2C)CC1
1.5,121.6,CCn1c(SCC(=O)N2CCOCC2)nc2sc3c(c2c1=O)CCCC3
91.8*,.,COc1cc(/C=C2/C(=O)NN(c3ccc(Cl)cc3)C2=O)cc(Br)c1O
-12.4,102.9,Cc1ccc(N2CCN(CC3CC=CCC3)CC2)cc1 (stereo not given)
2.6,.,O=C(Nc1cccc(F)c1)[C@H]1CC=CC[C@H]1C(=O)O
8.3,.,Cc1nn(-c2ccccn2)c2nc(-c3cccs3)cc(C(=O)N3CCOCC3)c12
-11.9,.,c1ccc(-n2nnnc2SCc2nn[nH]n2)cc1
.,83.0,Cc1ccc(S(=O)(=O)N2N=C(c3ccccc3)CC2c2ccccc2Cl)cc1 (stereo not given)
9.2,.,COc1ccc(/C=C2\SC(=S)NC2=O)cc1C
3.8,.,O=C(O)C1C(C(=O)Nc2ccc(I)cc2)C2C=CC1C21CC1 (stereo not given)
6.5,.,O=S(=O)(c1ccc(NC(=S)Nc2ccccc2)cc1)N1CCc2ccccc21
-9.8,.,O=C(NC(CS)C(=O)O)c1cncc(O)c1 (stereo not given)
1.4,.,Cc1ccc(/C=C2/SC(=S)NC2=O)s1
1.0,.,COc1ccc(C2Nc3ccccc3C(=O)N2c2ccccc2)cc1CN1C(=O)c2ccccc2C1=O (stereo not given)
7.9,.,Cc1cc(/C=N/NC(N)=S)c(C)n1-c1ccc(N(C)C)cc1
4.2&3.2,96.9,O=C(COc1ccccc1)N1CCN(C(=O)Cc2ccccc2)CC1
-14.3,.,NNc1nc(N2CCCCC2)nc(N2CCCCC2)n1
8.5,.,O=[N+]([O-])/C=C/c1ccc(-c2ccc(Cl)cc2)o1
-8.9,95.4,Cc1nc2ccc(-c3ccccc3)cc2o1
-4.5,.,Cc1ccc(/C(O)=C2/C(=O)C(=O)N(CCCCCC(=O)O)C2c2ccc(F)cc2)cc1 (stereo not given)
11.6,.,OCCNC(=S)Nc1ccc2nc(-c3ccccc3)c(-c3ccccc3)nc2c1
2.2,94.0,CCOc1ccccc1N(CC(=O)NC1CCCCC1)C(=O)CCCC(=O)Nc1ccccn1
3.9,.,Cc1cccc(NC(=O)CSc2cc(Cl)ccc2Cl)c1

(more compounds)
HePTP inhibitor,BAP1 block,Molecule
-7.7,.,C=CCn1c(SCC(=O)OCC)nnc1-c1ccc([N+](=O)[O-])cc1
6.0,.,CC1=NN(C(=O)c2ccncc2)C(O)(c2cccnc2)C1 (stereo not given)
0.8,86.0,O=C(Nc1cccc(-c2cn3ccccc3n2)c1)c1cnccn1
3.6,.,O=C(c1ccc(Cl)cc1)c1ccccc1C(=O)n1nnc2ccccc21
2.2,.,Cc1ccc(C)c(C(=O)CN2C3=NCCN3c3ccccc32)c1
-17.3,.,O=C(c1cc2nc(-c3ccccc3)cc(-c3ccccc3)n2n1)N1CCOCC1
.,117.0,COCCNC(=O)C1c2ccccc2Oc2ccccc21
-11.8,96.6,Cn1c(=O)oc2cc(S(=O)(=O)NCCc3ccccc3)ccc21
12.6,112.8,O=C(Nc1ccc(NC(=O)C2CC2)nc1)c1cccnc1
-0.9,.,COc1ccc(-c2nnc(NC(=O)c3ccc(S(=O)(=O)N4CCCc5ccccc54)cc3)o2)cc1
.,184.8,CCOC(=O)c1sc2ccccc2c1NC(=O)c1ccc2c(c1)OCCO2
-2.1,95.1,O=C(c1cc2ccccc2oc1=O)N(Cc1ccco1)CC1CCCO1 (stereo not given)
3.1&4.9,80.6,COc1cccc(C(=O)Nc2ccc(-c3nc4ccccc4o3)c(O)c2)c1
6.5,98.5,Cc1ccccc1C1=NC(c2ccc(F)cc2F)ON1 (stereo not given)
3.9,92.2,C=CCNC(=O)COc1ccc(Br)cc1Cl
4.5,88.5,O=C(NCc1cccnc1)c1ccc(CS(=O)(=O)c2ccc(Br)cc2)o1
6.2,.,COc1ccc2occ(C(=O)c3ccccc3Cl)c(=O)c2c1
-14.9,.,O=C(CN1C(=O)c2ccccc2C1=O)N1CCN(C(=O)c2ccccc2)CC1
9.0,.,CC(C)C(=O)NNC(=O)COc1ccc(Cl)cc1
-6.9,.,CCOC(=O)c1c(NC(=S)NC(=O)Cc2ccccc2)sc(C)c1C
-13.5,.,CCOc1cccc2sc(NC(=O)C(C)C)nc12
-4.1,.,O=C(Nc1c(C(=O)N2CCN(Cc3ccccc3)CC2)cnn1-c1ccccc1)c1cccc(F)c1
7.0,106.1,Cn1c(=O)cc(OCCCC(=O)NC2CCCC2)c2ccccc21
-18.8,.,CCN1C(=O)/C(=C\c2ccc(-c3ccc(OC)c(Cl)c3)o2)SC1=S
3.1,.,Cc1ccc(S(=O)(=O)NC(Cc2ccccc2)C(=O)Nc2ccc(F)cc2)cc1 (stereo not given)
6.7,133.8,COc1ccc(OC)c(C(=O)COC(=O)C2CC3CCCC(C2)C3=O)c1 (stereo not given)
5.7,93.9,O=C(CSCc1ccc(Cl)cc1)NCC1CCCO1 (stereo not given)
7.7,.,Nc1ccc(-c2nnc(-c3ccc(-c4ccccc4)cc3)o2)cc1
-3.5,98.3,c1cncc(-c2nnc(C3CCCCC3)o2)c1
0.7,79.3,Cc1nc(CSc2nnc3scc(-c4ccc(Cl)cc4)n23)cs1
6.1,.,O=C(CCN1c2ccccc2Sc2ccccc21)OCc1nnc(-c2ccccc2)o1
5.7,96.8,CCOC(=O)c1[nH]c(C)c(/C(O)=C2\C(=O)C(=O)N(CCN(C)C)C2c2cccc(OC)c2OC)c1C (stereo not given)
0.5,87.7,Cc1ccccc1S(=O)(=O)Cc1ccc(C(=O)N2CCN(C3CCCCC3)CC2)o1
5.6,90.5,Cc1cc(C)c2c(=O)n(CC(=O)NCCCN3CCOCC3)sc2n1
.,94.0,CCCCc1ccc(NC(=O)CCOc2ccccc2)cc1
-9.7,58.4,Cc1cc(C)cc(CC2CC(=O)N(c3ccc4c(c3)OCCO4)C2=O)c1 (stereo not given)
11.1,92.3,O=S(=O)(c1ccccc1)c1nc(-c2ccccc2)oc1NCc1cccnc1
2.8,.,COc1ccccc1OCC(=O)NC1CCS(=O)(=O)C1 (stereo not given)
7.0,137.9,CC1(C)Cc2c(c(N3CCOCC3)nc3sc4c(=O)[nH]cnc4c23)CS1
2.6,94.5,COc1ccc(NC(=O)Nc2nnc(N3CCCCC3C)s2)cc1OC (stereo not given)

Among those listed so far, these contain a thiophene ring, fused or not:
HePTP inhibitor,BAP1 block,Molecule
1.5,121.6,CCn1c(SCC(=O)N2CCOCC2)nc2sc3c(c2c1=O)CCCC3
8.3,.,Cc1nn(-c2ccccn2)c2nc(-c3cccs3)cc(C(=O)N3CCOCC3)c12
1.4,.,Cc1ccc(/C=C2/SC(=S)NC2=O)s1
.,184.8,CCOC(=O)c1sc2ccccc2c1NC(=O)c1ccc2c(c1)OCCO2
-6.9,.,CCOC(=O)c1c(NC(=S)NC(=O)Cc2ccccc2)sc(C)c1C
7.0,137.9,CC1(C)Cc2c(c(N3CCOCC3)nc3sc4c(=O)[nH]cnc4c23)CS1

Further entries
HePTP inhibitor,BAP1 block,Molecule
.,79.0,CCSc1nc(N)c2c3c(sc2n1)CCCC3
12.7,85.8,CCn1cc(C(=O)NCCN(C)CCc2ccccc2)c(=O)c2cc(S(=O)(=O)N(C)C)ccc21
6.4,98.1,CCC(=O)Nc1ccc(NC(=O)C23CC4CC(CC(C4)C2)C3)cn1
-6.0,113.1,O=c1o[nH]c(-c2ccccc2)c1C1=NCCCCC1
-1.3,.,N#Cc1ccc(NC(=O)/C=C\C(=O)O)cc1

This is a random part of the collection (roughly 0.95% active in at least one column).
